MDM2 E3 inh = MDM2-luciferase reporter signal enhancers, primary screen, MDM2 E3 ligase inhibitor project, cell-based, luminescence, 1536-well | E3 ubiquitin-protein ligase Mdm2 (Homo sapiens), Q00987 | cell-based MDM2 ubiquitination luciferase reporter, 2 h; 0 = plate control, 100 = twice control, blank-subtracted | signal enhancement, % at 5 µM | 210,000 compounds, 0.11% hits;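 active = signal enhancement of 30% or more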;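 also: luminescence tracks abundance of the self-degrading MDM2-luciferase fusion protein; higher signal means inhibition of MDM2 E3 ligase activity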
Target sequence (Q00987 whole entry, looked up, the tested form may be a part): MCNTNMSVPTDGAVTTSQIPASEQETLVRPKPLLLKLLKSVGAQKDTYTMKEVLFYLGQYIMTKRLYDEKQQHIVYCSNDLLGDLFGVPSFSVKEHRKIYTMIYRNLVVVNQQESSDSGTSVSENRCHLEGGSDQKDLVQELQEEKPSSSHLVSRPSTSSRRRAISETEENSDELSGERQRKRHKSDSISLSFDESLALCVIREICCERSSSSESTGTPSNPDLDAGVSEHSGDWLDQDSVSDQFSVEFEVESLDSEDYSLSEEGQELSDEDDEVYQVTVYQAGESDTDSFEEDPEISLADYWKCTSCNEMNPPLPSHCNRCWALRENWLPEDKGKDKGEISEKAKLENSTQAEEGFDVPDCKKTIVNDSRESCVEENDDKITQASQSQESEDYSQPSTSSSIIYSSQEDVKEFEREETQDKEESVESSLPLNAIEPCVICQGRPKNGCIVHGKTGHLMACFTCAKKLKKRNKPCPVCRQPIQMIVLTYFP
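Assay system: mammalian cells stably expressing self-ubiquitinating, self-degrading MDM2 E3–luciferase fusion. Quantity: 2000 cells in each well. Medium: DMEM culture medium. Compound dosing: single-point 5 µM. Timing: cell settling 4 h, compound treatment 2 h, both 37 °C. Technique: luciferase luminescence. Read-out basis: percent signal gain over controls, blank-subtracted. Benchmarks: plate controls and plate blanks.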
CHOP inhibitor = inhibitors of CHOP promoter induction, primary screen, cell-based, unfolded protein response, luciferase reporter. CHO-K1 CHOP-promoter luciferase, tunicamycin-induced, 15-18 h. inhibition, % at 10 µM. 220,000 compounds, 3.8% hits. AID 2732, 2010;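 active = compounds that reduced the stress-induced luciferase reporter signal by more than about 70% of percent inhibition, limit read from the data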;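 also: 0% = tunicamycin plus vehicle and 100% = wells without tunicamycin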
zfTRPN1 agonist = zebrafish TRPN1 channel agonists, primary screen, cell-based, HEK293, calcium fluorescence | transient receptor potential cation channel N1 (TRPN1/NompC), Danio rerio | HEK293 zebrafish TRPN1-YFP, Fluo-8 calcium fluorescence; 100% = response to 87 µM carbachol | activation, % at 3 µM | 220,000 compounds, 0.18% hits | AID 1424, 2008;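 active = activation above its plate's cutoff, the mean activation of test wells on that plate plus 3 SD, cut at about 19% in these data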;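 also: 0% = DMSO alone and 100% = 87 µM carbachol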
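Material – zebrafish TRPN1-YFP in HEK293 cells · Doses – 3 µM single point · Schedule – dye 1 h 37 °C plus 30 min RT · Signal – Fluo-8 calcium fluorescence, excitation 470-495 nm, emission 515-575 nm · Read-out – % activation versus carbachol response · Control set – carbachol high, DMSO low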
EBV gp42 inh = Epstein-Barr virus gp42 inhibitors, primary screen, biochemical, uHTS, fluorescence polarization. Glycoprotein 42 (Epstein-Barr virus (strain AG876)), Q1HVG2. Fluorescence polarization binding assay, mP read-out. inhibition, % (tested at 21.74 µM). 220,000 compounds, 0.42% hits. AID 1085, 2008; in the data active = inhibition above about 50%
Target sequence (Q1HVG2 whole entry, looked up): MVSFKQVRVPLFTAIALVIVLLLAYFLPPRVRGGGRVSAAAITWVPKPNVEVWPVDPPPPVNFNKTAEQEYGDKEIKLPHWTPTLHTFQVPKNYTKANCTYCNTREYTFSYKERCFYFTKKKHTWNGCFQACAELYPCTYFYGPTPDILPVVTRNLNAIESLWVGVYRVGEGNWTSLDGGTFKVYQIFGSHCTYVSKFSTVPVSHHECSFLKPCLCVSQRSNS
TNF necrop inh = inhibitors of TNF-alpha triggered necroptosis, primary screen, cell-based, Jurkat FADD-/-, single concentration; 220,000 compounds, 0.068% hits; Jurkat FADD-/- TNF necroptosis rescue, ATP luminescence, 24 h; 0 = TNF only, 100 = no-TNF cells; activation (protection from cell death), % at 10 µM;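 active = activation, meaning protection from cell death, of at least 50% relative to plate controls; inactive = activation below 50%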;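 also: necroptosis triggered by 40 ng/mL TNF-alpha added together with compound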
Runt-SMMHC FRET = inhibitors of RUNX1 Runt–CBFb-SMMHC binding, primary screen, biochemical, FRET, Cerulean-Runt, Venus-CBFb-SMMHC, uHTS | 220,000 compounds, 0.74% hits | AID 1434, 2008 | inhibition, % at 20 µM | Runt-related transcription factor 1 (Homo sapiens) + Core-binding factor subunit beta … | Cerulean-Runt/Venus-CBFb-SMMHC FRET ratio 530/480, 1 h;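 active = mean inhibition across duplicate retests at 20 µM reaching about 50%, limit read from the data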;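 also: 0% = DMSO wells and 100% = wells with excess untagged CBFb-SMMHC; inhibitors lower the FRET ratio by blocking Runt binding to CBFb-SMMHC; some results filed as inactive read as strong as hits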
PPC-1+TRAIL kill = compounds killing PPC-1 cancer cells with TRAIL present, primary screen, TRAIL potentiator project, ATPLite luminescence, uHTS; 220,000 compounds, 0.41% hits; cell killing (% activity), % at 4 µM; PPC-1 cells + TRAIL, ATPLite viability luminescence;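 active = cell killing above 50% in the first pass at 4 µM, then a duplicate retest at 5 µM averaging 50% or more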;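 also: plate controls were cells with TRAIL plus DMSO for no effect and medium-only wells lacking cells for full effect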
p47phox inh = p47phox/p22phox peptide binding inhibitors, primary screen, biochemical, uHTS, NADPH oxidase regulatory subunit. 220,000 compounds, 0.53% hits. inhibition, % at 24.7 µM. Neutrophil cytosol factor 1 (Homo sapiens), P14598. fluorescence polarization, 2 h;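 active = inhibition above about 30%, limit read from the data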;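 also: 0% = p47phox with labelled peptide and 100% = labelled peptide alone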
Target sequence (P14598 whole entry, looked up): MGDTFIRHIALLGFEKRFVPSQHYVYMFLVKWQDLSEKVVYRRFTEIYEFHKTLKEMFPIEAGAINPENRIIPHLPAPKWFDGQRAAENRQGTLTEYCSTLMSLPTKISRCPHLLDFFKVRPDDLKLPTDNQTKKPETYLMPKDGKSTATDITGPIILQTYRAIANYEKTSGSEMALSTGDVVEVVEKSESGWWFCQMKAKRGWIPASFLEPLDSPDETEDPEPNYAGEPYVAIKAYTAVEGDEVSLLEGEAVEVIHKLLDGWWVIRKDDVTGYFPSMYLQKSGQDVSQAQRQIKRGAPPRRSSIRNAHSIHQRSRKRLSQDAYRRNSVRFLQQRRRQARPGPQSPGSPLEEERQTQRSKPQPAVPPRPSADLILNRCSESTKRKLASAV
TRPML3 ag = human TRPML3 channel agonists, primary screen, cell-based, HEK293 TRPML3-YFP, Fluo-8 calcium fluorescence, 3 µM. Mucolipin-3 (Homo sapiens), Q8TDD5. 100% = the carbachol control signal. activation, % at 3 µM. 220,000 compounds, 0.29% hits;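 active = activation above its plate's cutoff, the mean activation of the plate's test wells plus 3 SD, cut at about 12% in these data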;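 also: 0% = DMSO only wells and 100% = carbachol wells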
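Test system: TRPML3-YFP stable HEK293 cells. Doses: single point at 3 µM. Incubation: dye loading 1 h 37 °C then 30 min ambient, 125 s read. Signal: Fluo-8 calcium dye fluorescence, ex 470-495, em 515-575 nm. Measure: percent activation from peak-to-basal fluorescence ratio, scaled between DMSO and carbachol.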
An asterisk follows results filed as active.

What do the screens show for `O=C(CC(=O)c1ccccc1)Nc1cc(C(F)(F)F)ccc1Cl`?
MDM2 E3 inh: 5; CHOP inhibitor: 8; zfTRPN1 agonist: -0.1; EBV gp42 inh: 1; TNF necrop inh: 1.8; Runt-SMMHC FRET: 0; PPC-1+TRAIL kill: 18; p47phox inh: 4; TRPML3 ag: 0.9

Results for CCCCn1nc(C(=O)Oc2ccc3c(C)cc(=O)oc3c2)c2ccccc2c1=O ?
MDM2 E3 inh: 0; CHOP inhibitor: 41; zfTRPN1 agonist: 0.9; EBV gp42 inh: -50; TNF necrop inh: 1.1; Runt-SMMHC FRET: 58*; PPC-1+TRAIL kill: 9; p47phox inh: -3; TRPML3 ag: 0.3

Results for CCC(=O)NC(c1ccco1)c1cc(Cl)c2cccnc2c1O (centres undefined) ?
MDM2 E3 inh: -10; CHOP inhibitor: 10; zfTRPN1 agonist: 0.1; EBV gp42 inh: -12; TNF necrop inh: -7.9; p47phox inh: -5; TRPML3 ag: 0.6

Results for CC(=O)C1C(c2ccc(Cl)cc2)NC(=O)NC1(O)C(F)(F)F (centres undefined) ?
MDM2 E3 inh: -8; CHOP inhibitor: 0; zfTRPN1 agonist: -0.2; EBV gp42 inh: 0; TNF necrop inh: -0.6; Runt-SMMHC FRET: 0; PPC-1+TRAIL kill: -13; p47phox inh: -1; TRPML3 ag: 1.2

How did O=C(c1cc(S(=O)(=O)N2CCCCC2)ccc1N1CCOCC1)N1CCN(Cc2ccccc2)CC1 do in these assays?
MDM2 E3 inh: -18; CHOP inhibitor: -23; zfTRPN1 agonist: -0.7; EBV gp42 inh: -7; TNF necrop inh: 1.8; Runt-SMMHC FRET: 3; PPC-1+TRAIL kill: -1; p47phox inh: 1; TRPML3 ag: 2.1

How did CCCNC(=O)NC(=O)CSc1nnc(-c2ccncc2)n1CC do in these assays?
MDM2 E3 inh: -16; CHOP inhibitor: 3; zfTRPN1 agonist: 0.3; EBV gp42 inh: -6; TNF necrop inh: -2.8; Runt-SMMHC FRET: 1; PPC-1+TRAIL kill: 10; p47phox inh: -1; TRPML3 ag: 0.6

How did O=C(CCC1=NS(=O)(=O)c2ccccc2N1)NC1CCCCCCC1 do in these assays?
MDM2 E3 inh: 6; CHOP inhibitor: -6; zfTRPN1 agonist: 0.8; EBV gp42 inh: -16; TNF necrop inh: 1.1; Runt-SMMHC FRET: 4; PPC-1+TRAIL kill: -8; p47phox inh: -15; TRPML3 ag: 0.3

Results for CCOC(=O)N1CCN(CC(=O)Nc2ccc(C)cc2)CC1 ?
MDM2 E3 inh: 11; CHOP inhibitor: -9; zfTRPN1 agonist: 0.4; EBV gp42 inh: -21; TNF necrop inh: 0.9; Runt-SMMHC FRET: -2; PPC-1+TRAIL kill: -5; p47phox inh: -1; TRPML3 ag: 1.1

Results for O=C(CNc1ccc2c(c1)OCO2)N/N=C\c1ccccc1Cl ?
MDM2 E3 inh: -6; CHOP inhibitor: -16; zfTRPN1 agonist: 0.2; EBV gp42 inh: 3; TNF necrop inh: 0.7; Runt-SMMHC FRET: 12; PPC-1+TRAIL kill: 24; p47phox inh: -13; TRPML3 ag: 0.7

What do the screens show for `COc1ccc(C(=O)COC(=O)[C@H](C)Nc2ccc(C(F)(F)F)cc2[N+](=O)[O-])cc1`?
MDM2 E3 inh: 0; CHOP inhibitor: 5; zfTRPN1 agonist: 3.5; EBV gp42 inh: -20; TNF necrop inh: 0.2; Runt-SMMHC FRET: -5; PPC-1+TRAIL kill: 17; p47phox inh: -4; TRPML3 ag: 0.3

What do the screens show for `CCCCCCOc1cccc(N)c1`?
MDM2 E3 inh: -17; CHOP inhibitor: -1; zfTRPN1 agonist: 1.2; EBV gp42 inh: -8; TNF necrop inh: -9.4; Runt-SMMHC FRET: 2; PPC-1+TRAIL kill: 3; p47phox inh: -14; TRPML3 ag: -0.2

How did CCOc1c(Cl)cc(CNCC(O)c2ccccc2)cc1OC (centres undefined) do in these assays?
MDM2 E3 inh: -4; CHOP inhibitor: 8; zfTRPN1 agonist: 1.7; EBV gp42 inh: -19; TNF necrop inh: 3.1; Runt-SMMHC FRET: 1; PPC-1+TRAIL kill: -8; p47phox inh: -9; TRPML3 ag: 1.4

How did O=C(Nc1nnc(-c2ccc(Cl)cc2)o1)Nc1ccccc1F do in these assays?
CHOP inhibitor: 66; zfTRPN1 agonist: -0.2; EBV gp42 inh: -16; TNF necrop inh: 1.1; Runt-SMMHC FRET: 0; PPC-1+TRAIL kill: 6; p47phox inh: -18; TRPML3 ag: 0.2

Results for Cc1ccc(NC(=O)CSc2nnc(CNC(=O)c3cccs3)o2)c(C)c1 ?
MDM2 E3 inh: -4; CHOP inhibitor: 32; zfTRPN1 agonist: 0.1; EBV gp42 inh: -1; TNF necrop inh: -0.2; Runt-SMMHC FRET: 2; PPC-1+TRAIL kill: 11; p47phox inh: -7; TRPML3 ag: 0.3

Results for O=S(=O)(NCC1CCCO1)c1ccc2c(c1)OCCO2 (centres undefined) ?
MDM2 E3 inh: -4; CHOP inhibitor: 5; zfTRPN1 agonist: 1.7; EBV gp42 inh: -3; TNF necrop inh: -0.8; Runt-SMMHC FRET: -3; PPC-1+TRAIL kill: 31; p47phox inh: -8; TRPML3 ag: 0.9

How did COc1ccccc1OCC(=O)Nc1ccc(Cl)cc1 do in these assays?
MDM2 E3 inh: 3; CHOP inhibitor: -23; zfTRPN1 agonist: -1.1; EBV gp42 inh: -17; TNF necrop inh: 0.8; Runt-SMMHC FRET: 2; PPC-1+TRAIL kill: 1; p47phox inh: -4; TRPML3 ag: -1.3

What do the screens show for `O=C(O)[C@@H]1Cc2ccccc2N1`?
MDM2 E3 inh: 2; CHOP inhibitor: 25; zfTRPN1 agonist: 1.5; EBV gp42 inh: -10; TNF necrop inh: -4.9; Runt-SMMHC FRET: -5; PPC-1+TRAIL kill: 15; p47phox inh: -3; TRPML3 ag: 0.8

Results for COc1ccc(OC)c(/C=C/C(=O)NCCc2nc3ccccc3[nH]2)c1 ?
MDM2 E3 inh: -12; CHOP inhibitor: -16; zfTRPN1 agonist: 0.5; EBV gp42 inh: -10; TNF necrop inh: 8.1; Runt-SMMHC FRET: 0; PPC-1+TRAIL kill: 11; p47phox inh: 1; TRPML3 ag: 1.0

Results for CN(C)CCNC(=O)COc1cccc2c1OC(C)(C)C2 ?
MDM2 E3 inh: -9; CHOP inhibitor: -7; zfTRPN1 agonist: 0.8; EBV gp42 inh: 0; TNF necrop inh: -0.1; Runt-SMMHC FRET: -2; PPC-1+TRAIL kill: 11; p47phox inh: -6; TRPML3 ag: 1.1

How did O=C(C1CCCN1S(=O)(=O)c1ccc(Cl)cc1)N1CCOCC1 (centres undefined) do in these assays?
MDM2 E3 inh: -1; CHOP inhibitor: 74*; zfTRPN1 agonist: 0.7; EBV gp42 inh: -6; TNF necrop inh: -1.6; Runt-SMMHC FRET: -2; PPC-1+TRAIL kill: 5; p47phox inh: -12; TRPML3 ag: 0.3

Results for Clc1ccc(OCc2nn3c(C4CCCCC4)nnc3s2)c(Cl)c1 ?
MDM2 E3 inh: -10; CHOP inhibitor: 87*; zfTRPN1 agonist: -0.3; EBV gp42 inh: -6; TNF necrop inh: -0.2; Runt-SMMHC FRET: -3; PPC-1+TRAIL kill: 5; p47phox inh: 0; TRPML3 ag: 0.5

How did CN(C1CCCCC1)S(=O)(=O)c1ccc(NC(=S)NC(=O)c2cccs2)cc1 do in these assays?
MDM2 E3 inh: 2; CHOP inhibitor: 8; zfTRPN1 agonist: 0.2; EBV gp42 inh: -14; TNF necrop inh: -4.6; Runt-SMMHC FRET: 6; PPC-1+TRAIL kill: 12; p47phox inh: -8; TRPML3 ag: 2.9

What do the screens show for `Cc1ccc(S(=O)(=O)N2CCC(=O)N(CCOCc3cccc(F)c3)CC2)cc1`?
CHOP inhibitor: 9; zfTRPN1 agonist: -0.2; EBV gp42 inh: 1; TNF necrop inh: 0.8; Runt-SMMHC FRET: -2; PPC-1+TRAIL kill: 9; p47phox inh: 1; TRPML3 ag: 0.6

What do the screens show for `O=C(OCCN1C(=O)c2cccc3c(N4CCOCC4)ccc(c23)C1=O)c1ccc(Cl)cc1Cl`?
MDM2 E3 inh: -8; CHOP inhibitor: -39; zfTRPN1 agonist: 6.6; EBV gp42 inh: 144*; TNF necrop inh: -4.5; Runt-SMMHC FRET: -93; PPC-1+TRAIL kill: -8; p47phox inh: -91; TRPML3 ag: 4.3

How did N=c1n(CCN2CCCCC2)c2ccccc2n1CC(=O)c1cccs1 do in these assays?
MDM2 E3 inh: -11; CHOP inhibitor: 4; zfTRPN1 agonist: 0.1; EBV gp42 inh: -15; TNF necrop inh: -2.4; Runt-SMMHC FRET: 0; PPC-1+TRAIL kill: 19; p47phox inh: -9; TRPML3 ag: 0.9

Results for CN(C)CCCNCC(=O)NN(c1ccccc1)c1ccccc1 ?
CHOP inhibitor: -1; zfTRPN1 agonist: 0.0; EBV gp42 inh: -22; TNF necrop inh: 2.1; Runt-SMMHC FRET: -6; PPC-1+TRAIL kill: 5; p47phox inh: -14; TRPML3 ag: -0.4

Looked up by structure from the list above:
Results for CCCCn1nc(C(=O)Oc2ccc3c(C)cc(=O)oc3c2)c2ccccc2c1=O ?
MDM2 E3 inh: 0; CHOP inhibitor: 41; zfTRPN1 agonist: 0.9; EBV gp42 inh: -50; TNF necrop inh: 1.1; Runt-SMMHC FRET: 58*; PPC-1+TRAIL kill: 9; p47phox inh: -3; TRPML3 ag: 0.3

What do the screens show for `O=C(OCCN1C(=O)c2cccc3c(N4CCOCC4)ccc(c23)C1=O)c1ccc(Cl)cc1Cl`?
MDM2 E3 inh: -8; CHOP inhibitor: -39; zfTRPN1 agonist: 6.6; EBV gp42 inh: 144*; TNF necrop inh: -4.5; Runt-SMMHC FRET: -93; PPC-1+TRAIL kill: -8; p47phox inh: -91; TRPML3 ag: 4.3

Source: PubChem BioAssay (several laboratories)
